Assay outcomes: PubChem BioAssay, several laboratories
PriA SSB inh: inhibitors of Klebsiella pneumoniae PriA binding to SSB C-terminal tail, primary screen, biochemical, AlphaScreen; PriA–SSB C-terminal tail interaction (Klebsiella pneumoniae); AlphaScreen SSBct-PriA binding, biotinylated peptide; inhibition, % at 33 µM; hit rate 0.6% among 430,000; in the data active means inhibition mostly above about 37%, no sharp cut-off; inactive means mostly below about 20%;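 further: plate controls were negative control peptide for no effect and reference peptide for full effect; strong numbers were not always called active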
MazEF act: activators of E. coli MazEF toxin-antitoxin RNase, primary screen, biochemical, fluorescence, uHTS; Endoribonuclease toxin MazF (Escherichia coli (strain K12)), P0AE70; FAM/BHQ RNA-DNA oligo cleavage fluorescence, 5 h; activation, % at 20 µM; hit rate 0.32% among 350,000; AID 504720, 2011; in the data active means activation above about 50%
3CLpro inhibitor: SARS-CoV 3CLpro protease inhibitors, primary screen, biochemical, quenched FRET | inhibition, % at 6 µM | hit rate 0.14% among 290,000 | recombinant SARS-CoV 3CLpro, quenched FRET peptide cleavage; in the data active means inhibition above about 12%
TcdB GH inh: TcdB glycohydrolase inhibitors, primary screen, biochemical, single point, plate reader; TcdB glycohydrolase enzymatic assay; hit rate 0.24% among 350,000; Toxin B (Clostridioides difficile), P18177; inhibition, % at 9.99 µM; in the data active means inhibition above about 10%
Target sequence (P18177 whole entry, looked up): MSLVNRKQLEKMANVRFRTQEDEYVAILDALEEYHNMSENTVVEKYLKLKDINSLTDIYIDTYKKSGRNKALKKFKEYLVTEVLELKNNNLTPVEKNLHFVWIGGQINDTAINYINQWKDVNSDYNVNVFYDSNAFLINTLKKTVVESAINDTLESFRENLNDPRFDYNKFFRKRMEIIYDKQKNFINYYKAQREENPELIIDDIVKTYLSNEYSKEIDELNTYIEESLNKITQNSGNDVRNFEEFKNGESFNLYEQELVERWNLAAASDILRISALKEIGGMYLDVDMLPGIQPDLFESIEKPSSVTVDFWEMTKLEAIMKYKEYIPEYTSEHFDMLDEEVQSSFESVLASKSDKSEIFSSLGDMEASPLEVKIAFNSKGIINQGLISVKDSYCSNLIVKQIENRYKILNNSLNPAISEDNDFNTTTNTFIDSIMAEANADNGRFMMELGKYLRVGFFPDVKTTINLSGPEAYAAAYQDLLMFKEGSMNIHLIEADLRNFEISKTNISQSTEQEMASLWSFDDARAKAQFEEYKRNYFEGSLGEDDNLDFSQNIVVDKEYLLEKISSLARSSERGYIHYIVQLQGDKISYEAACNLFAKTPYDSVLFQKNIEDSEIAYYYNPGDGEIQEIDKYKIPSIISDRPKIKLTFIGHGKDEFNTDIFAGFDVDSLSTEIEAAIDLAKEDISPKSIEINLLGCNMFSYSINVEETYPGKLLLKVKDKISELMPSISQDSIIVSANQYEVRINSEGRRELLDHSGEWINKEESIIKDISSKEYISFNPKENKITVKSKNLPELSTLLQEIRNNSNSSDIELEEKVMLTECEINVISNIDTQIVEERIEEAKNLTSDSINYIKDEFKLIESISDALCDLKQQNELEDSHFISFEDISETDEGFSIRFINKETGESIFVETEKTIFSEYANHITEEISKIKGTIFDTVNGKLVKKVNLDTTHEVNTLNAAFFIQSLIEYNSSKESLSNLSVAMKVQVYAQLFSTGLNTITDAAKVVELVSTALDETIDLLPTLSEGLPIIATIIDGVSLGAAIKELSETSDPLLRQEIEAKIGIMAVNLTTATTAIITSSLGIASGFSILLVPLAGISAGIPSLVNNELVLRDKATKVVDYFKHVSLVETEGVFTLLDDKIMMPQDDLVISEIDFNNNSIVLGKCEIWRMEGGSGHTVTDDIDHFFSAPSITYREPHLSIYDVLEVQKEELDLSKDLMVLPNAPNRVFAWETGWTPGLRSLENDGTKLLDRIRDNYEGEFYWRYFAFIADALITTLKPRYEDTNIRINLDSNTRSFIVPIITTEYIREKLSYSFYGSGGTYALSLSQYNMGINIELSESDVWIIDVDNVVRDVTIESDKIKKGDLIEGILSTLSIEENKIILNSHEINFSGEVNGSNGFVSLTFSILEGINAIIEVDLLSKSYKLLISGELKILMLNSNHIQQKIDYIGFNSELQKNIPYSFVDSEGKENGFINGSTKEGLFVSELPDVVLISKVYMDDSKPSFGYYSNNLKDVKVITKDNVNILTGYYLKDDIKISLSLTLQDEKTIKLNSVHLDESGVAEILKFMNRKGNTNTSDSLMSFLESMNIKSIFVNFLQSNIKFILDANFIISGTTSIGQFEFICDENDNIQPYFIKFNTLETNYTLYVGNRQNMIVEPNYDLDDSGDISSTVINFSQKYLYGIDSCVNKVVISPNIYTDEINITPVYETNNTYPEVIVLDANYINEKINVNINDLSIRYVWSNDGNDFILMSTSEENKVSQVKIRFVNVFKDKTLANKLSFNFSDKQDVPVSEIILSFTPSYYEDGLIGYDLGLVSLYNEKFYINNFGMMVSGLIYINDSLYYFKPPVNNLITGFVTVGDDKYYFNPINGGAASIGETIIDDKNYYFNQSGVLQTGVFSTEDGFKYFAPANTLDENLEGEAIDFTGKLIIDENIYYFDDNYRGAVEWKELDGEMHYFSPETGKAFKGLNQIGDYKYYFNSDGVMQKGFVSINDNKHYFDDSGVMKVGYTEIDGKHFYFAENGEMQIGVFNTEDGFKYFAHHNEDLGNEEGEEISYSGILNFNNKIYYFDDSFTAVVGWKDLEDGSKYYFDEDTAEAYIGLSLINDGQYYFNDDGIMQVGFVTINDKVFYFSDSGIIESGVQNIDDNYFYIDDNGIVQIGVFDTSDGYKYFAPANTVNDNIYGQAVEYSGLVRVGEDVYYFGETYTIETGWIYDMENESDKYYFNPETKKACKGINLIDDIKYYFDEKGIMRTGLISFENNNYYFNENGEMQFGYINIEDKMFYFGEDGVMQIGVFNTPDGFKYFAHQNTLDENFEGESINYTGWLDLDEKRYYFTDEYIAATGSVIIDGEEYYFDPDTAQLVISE
DUSP3 inh: VHR1 phosphatase inhibitors, primary screen, biochemical, absorbance, uHTS; AID 1654, 2009; recombinant VHR phosphatase, pNPP absorbance; hit rate 0.52% among 290,000; Dual specificity protein phosphatase 3 (Homo sapiens), P51452; inhibition, % at 13.3 µM; in the data active means inhibition above about 50%; further: some compounds called inactive have numbers as strong as hits
BH1578 lux ind: inducers of Vibrio cholerae quorum light production without autoinducers, primary screen, BH1578 luxS cqsA deficient, single point. V. cholerae BH1578 lux reporter, luminescence, 6 h. activation, % at 18.7 µM. hit rate 0.16% among 350,000. AID 588436, 2011; in the data active means activation mostly above about 9.7%, no sharp cut-off; further: not every result past the cut was called active; inactives centre near 0; reference of the scale not given here
Yp Topo-I inh: Yersinia pestis topoisomerase I inhibitors, primary screen, biochemical, cleavage product accumulation, plate reader, single point; hit rate 0.064% among 360,000; AID 504884, 2011; DNA topoisomerase I (Yersinia pestis CO92); Y. pestis Topo-I cleavage product accumulation; activity, % at 10 µM; in the data active means activity above about 50%, passing the limit was not always enough; further: inactives centre near 2
PrPC TRFRET: inhibitors of human cell surface prion protein PrPC, primary screen, cell-based, TR-FRET | Major prion protein (Homo sapiens), P04156 | TR-FRET read-out | inhibition, % at 13.8 µM | hit rate 0.43% among 370,000; in the data active means inhibition above about 24%; further: 0% = median of the test wells and 100% = reference compound wells
Rv3671c protease: Rv3671c serine protease inhibitors, primary screen, biochemical, fluorescence polarization, M. tuberculosis H37Rv; inhibition, % at 5.96 µM; hit rate 0.048% among 320,000; in the data active means inhibition above about 38%;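 further: extracellular domain of Rv3671c used as enzyme; 0% = enzyme with DMSO and 100% = no enzyme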
CCHFV vOTU inh: CCHFV vOTU protease inhibitors, primary screen, biochemical, Pep-AMC substrate, fluorescence; hit rate 0.55% among 370,000; Crimean-Congo hemorrhagic fever virus L polyprotein viral ovarian tumor (vOTU) protease …; inhibition, % at 11.5 µM; in the data active means inhibition above about 30%; further: 0% = vehicle wells with enzyme and 100% = no enzyme wells
* = called active by the depositor; i = inactive; . = not tested or not shown; & = joins results of further samples. Some of the compounds tested, so the mix of outcomes need not match the whole.

SMILES	PriA SSB inh	MazEF act	3CLpro inhibitor	TcdB GH inh	DUSP3 inh	BH1578 lux ind	Yp Topo-I inh	PrPC TRFRET	Rv3671c protease	CCHFV vOTU inh
O=C(OCc1cn([C@@H]2C[C@H](c3ccc(Cl)cc3)N(C(=O)C3CCCCC3)C[C@H]2O)nn1)c1ccccc1	.	0.8	.	1.3	.	-0.3	12.0	0.6	.	-6.1
CCOC(=O)CN1N=C(/C=C/c2ccc(OCC)cc2)CCC1=O	-17.9	-10.5	-0.7	0.3	24.4	i	9.1	-9.0	-3.1	10.8
O=C(NCC(c1cccs1)N1CCOCC1)c1cn(-c2ccccc2)nc1-c1ccc(Cl)cc1 (stereo unspecified)	-2.3	-7.2	.	-0.6	.	-0.8	-7.3	-0.3	7.7	-6.3
O=C(COC(=O)c1ccc(O)cc1O)c1ccc(Cl)cc1	-2.8	3.9	.	-0.3	.	0.6	-12.5	-1.6	-2.0	13.3
C=CCN(CC=C)CCCOc1ccc(Br)cc1Cl	-4.4	-5.3	0.0	-0.6	5.2	-0.5	-0.1	-2.3	-3.5	9.9
CCCSc1nc2c(c(=O)n(C)c(=O)n2C)n1Cc1ccc(C)cc1	-22.9	7.4	1.5	.	11.8	-0.2	1.0	2.6	-2.8	-10.6
O=C1/C(=C\c2ccccc2)C2OCC=C3CN4CCC56c7ccccc7N1C5C2C3CC46 (stereo unspecified)	-2.5	10.8	-3.5	6.5	-0.1	-0.3	-1.1	-15.2	-26.2	-9.1
CSc1nc2nc3c(cc2c(=O)n1-c1ccc(C)cc1)COC(C)(C)C3	-4.3	5.1	-2.0	-4.1	17.2	-0.6	-2.6	8.4	6.3	10.9
Cc1cccc(NC(=O)C2CC(O)CN2C(=O)OCc2ccccc2)c1 (stereo unspecified)	-18.9	3.7	-1.0	.	8.5	i	-1.9	2.1	12.0	-13.2
COc1ccc(C2=NS(=O)(=O)N(C)C(C(=O)N3CCCCC3)=C2)cc1OC	-12.9	11.9	-6.1	1.3	9.4	-1.2	-8.1	-1.4	-0.3	4.4
C/C(=N\OCC(=O)Nc1cc(C)cc(C)c1)c1ccc2c(c1)OCCO2	.	-0.1	2.0	0.3	3.4	i	25.0	-0.6	-8.7	-7.4
CCCC(=O)Nc1cccc(-c2nc3ccccc3o2)c1	-1.8	8.4	4.4	.	27.4	i	8.0	-8.3	-16.1	3.8
COP(=O)(OC)c1ccc(NCc2cc(O)ccc2O)cc1	-5.8	-22.7	.	-23.5	.	-0.8	-6.1	0.1	.	21.1
Cc1nn(C)c(C)c1CN(Cc1nc(-c2ccc(F)cc2F)oc1C)C1CC1	4.5	-5.5	1.5	2.6	-0.1	i	16.2	8.7	3.9	14.3
O=[N+]([O-])c1ccc(NN=Cc2ccccc2)nc1	-1.1	5.6	.	1.6	.	.	2.6	-16.2	.	0.2
CN(CC(=O)Nc1cccnc1)S(=O)(=O)c1ccc(Br)cc1	-5.4	3.7	3.6	-1.0	-1.5	i	4.9	1.9	0.6	14.2
CC1C(=O)N2CCCc3cc(NC(=O)c4ccccc4C(F)(F)F)cc1c32 (stereo unspecified)	-3.6	3.6	.	1.3	.	i	-10.2	-0.2	0.7	-4.3
O=[N+]([O-])c1ccc(C[n+]2ccccc2)cc1	1.2	8.6	.	-0.1	.	5.9	-0.3	-16.7	4.1	-6.2
COC(=O)C1=C(C)NC(C)=C(C(=O)OC)C1c1ccc(-c2cc(Cl)ccc2Cl)o1	-15.2	-6.0	-1.3	.	27.7	-0.2	16.8	0.1	-33.5	10.9
Cc1cc(C(=O)Nc2nnc(-c3ccccc3)s2)no1	17.3	2.7	2.0	.	26.3	-12.5	3.3	-4.9	-9.2	3.1
N#CC1=C(N)Oc2n[nH]c(-c3ccccn3)c2C1c1c(F)cccc1Cl (stereo unspecified)	41.6*	2.1	-3.1	.	29.1	-0.8	-6.4	-5.4	-1.0	-13.4
O=C1Nc2ccccc2C(O)(C(=O)NCc2ccc3c(c2)OCO3)N1c1ccc(Cl)c(Cl)c1 (stereo unspecified)	-12.6	9.1	0.8	.	14.7	-0.6	6.5	-10.1	-3.6	-8.3
COc1ccc(CCNC(=O)/C=C/c2ccc3ccccc3n2)cc1OC	14.0	1.4	-3.7	1.5	29.3	-0.4	15.6	8.5	-7.5	5.5
O=C(CCCOc1ccccc1)N1CCN(C(=O)c2ccco2)CC1	-5.6	8.9	-0.8	.	31.3	-14.3	7.6	-0.1	1.2	-6.5
Cc1ccc(CS(=O)(=O)CCC(=O)NC2CC2)cc1	1.8	9.1	-0.6	.	9.9	-0.4	-4.0	-3.1	-5.9	-19.7
CCc1ccc(-c2nc(CS(=O)CC(=O)NCc3ccccc3)c(C)o2)cc1 (stereo unspecified)	-0.4	-3.0	-4.8	0.0	-0.7	-0.2	15.9	-1.4	-2.8	-3.6
COc1ccc(CNC(=O)C2CCCN(Cc3nc(-c4cccc(C)c4)oc3C)C2)cc1 (stereo unspecified)	1.7	6.5	1.1	0.7	-1.0	-2.7	17.2	-3.8	-16.1	-3.8
C/C(N)=C(/C#N)C(=O)CN1CCCCC1	-0.4	-2.1	-3.9	.	35.9	i	-3.8	-4.1	1.8	-1.8
C/C(=N\O)c1ccc(N2C(=O)C3CC=C(Cl)CC3C2=O)cc1 (stereo unspecified)	.	3.1	-0.9	.	13.3	i	7.2	4.7	8.2	-8.6
CC1(C)CC(=O)C(C(C2=C(O)CC(C)(C)CC2=O)c2cccs2)C(=O)C1 (stereo unspecified)	-4.0&6.8	-3.0	-0.5	.	6.2	-0.6	-0.4	.	-5.8	.
Cc1cnc(C(=O)OCC(=O)Nc2sc3c(c2C(N)=O)CCCC3)cn1	-17.1	-2.4	.	1.7	.	-0.4	2.8	7.8	3.6	15.3
O=C(CNCc1ccco1)Nc1ccc(N2CCCCCC2)cc1	44.5	3.5	1.0	-31.1	29.7	-0.2	-5.2	-3.2	7.6	4.1
CCCCn1c(-c2ccc(Cl)cc2)nc2c(=O)n(C)c(=O)[nH]c21	-5.4	4.4	-2.4	.	-9.5	-2.2	2.5	4.0	.	6.8
Nc1ncccc1C(=O)OCC(=O)NC1CCCCCC1	1.6	-14.9	.	0.4	.	1.7	11.7	-3.4	-15.8	-18.9
CCc1cc(C(=O)OC)c(NC(=O)CCCC(=O)O)s1	-3.8	2.4	3.6	.	35.3	0.6	-7.1	0.8	8.6	-0.7
O=C1Nc2ccccc2C12OCCO2	-9.7	7.5	3.1	1.4	15.4	-0.4	6.3	2.2	4.2	-3.8

The closing 3 records of the part above are carried over, then new ones follow.
SMILES	PriA SSB inh	MazEF act	3CLpro inhibitor	TcdB GH inh	DUSP3 inh	BH1578 lux ind	Yp Topo-I inh	PrPC TRFRET	Rv3671c protease	CCHFV vOTU inh
Nc1ncccc1C(=O)OCC(=O)NC1CCCCCC1	1.6	-14.9	.	0.4	.	1.7	11.7	-3.4	-15.8	-18.9
CCc1cc(C(=O)OC)c(NC(=O)CCCC(=O)O)s1	-3.8	2.4	3.6	.	35.3	0.6	-7.1	0.8	8.6	-0.7
O=C1Nc2ccccc2C12OCCO2	-9.7	7.5	3.1	1.4	15.4	-0.4	6.3	2.2	4.2	-3.8
CCCCOc1ccc(NC(=O)Nc2nnc(C)s2)cc1	-3.3	-3.1	1.4	-0.8	57.3*	-0.7	4.6	3.2	7.2	-7.2
O=C(Cn1nc(-c2cccc([N+](=O)[O-])c2)c2ccccc2c1=O)Nc1cccnc1	-2.1	9.4	0.4	.	38.8	-0.7	-1.8	-7.3	-20.8	12.6
CNC(=O)c1cnn(-c2nc(-c3ccc(OC)cc3)cs2)c1C(F)(F)F	-7.7	4.1	-0.1	-0.3	-3.3	-0.7	4.2	-11.0	0.8	6.3
COc1ccc(S(=O)(=O)N2CCC(O)(c3ccc(Cl)cc3)CC2)cc1	-11.1	-0.8	2.5	.	-11.1	i	-1.8	12.7	-11.3	8.4
CC(C)n1cc(/C=N/Nc2ccc(Cl)c(C(=O)O)c2)c2ccccc21	.	.	2.4	.	21.9	0.7	-3.2	.	-3.3	.
Cc1ccccc1C(=O)OC1OC(=O)C(Cl)=C1N1CCOCC1 (stereo unspecified)	2.5	-1.9	4.0	.	-4.4	-0.6	-0.1	6.2	-6.9	-2.4
CC(=O)N(C(C)=O)c1nc(-c2ccccc2)cn1/N=C/c1cccc([N+](=O)[O-])c1	i	3.6	-2.1	1.4	17.2	-0.8	-2.0	-1.9	-7.0	2.2
CC(C)c1ccc(/C=C/c2ccc(=O)n(C)n2)cc1	-25.2	0.5	6.6	3.2	13.6	1.5	33.1	2.1	-3.3	-12.1
O=C(Nc1ccc2nc3n(c(=O)c2c1)CCCC3)c1cccc([N+](=O)[O-])c1	3.7	11.6	-0.1	.	12.1	-0.3	-2.9	-14.4	-4.8	-0.8
Cc1ccc(C(=O)Nn2cnnc2)cc1S(=O)(=O)N1CCOCC1	4.8	-24.8	-0.6	0.0	0.8	-0.3	7.8	4.3	-1.1	-5.5
CCCC1(C(=O)OCC)NC(c2ccc(OC)cc2OC)C2C(=O)N(c3ccccc3)C(=O)C21 (stereo unspecified)	-2.1	-4.1	2.5	.	4.4	6.2	3.0	-5.2	0.8	0.8
COc1ccc(N2C(=O)CSC2c2ccccc2)cc1 (stereo unspecified)	-3.8	-3.2	-0.6	1.3	-10.3	i	-1.8	-5.0	-2.2	14.4
Cc1nc2ccc(C(=O)Nc3ccc4nc[nH]c4c3)cc2[nH]1	-5.4	-1.3	-6.0	0.2	10.7	-0.8	-0.8	2.5	-8.9	11.3
COc1ccc(-n2nnc3c(SCC(=O)c4ccccc4)ncnc32)cc1	5.5	-12.2	-3.2	.	16.6	-1.1	19.2	1.2	0.1	-7.4
O=C(Nc1cccc(Cl)c1)Nc1ccccc1NS(=O)(=O)c1cccs1	0.7	-13.8	3.6	1.3	7.3	-0.2	-9.9	0.9	-53.9	13.1
O=c1c(-c2nc3ccccc3s2)cccn1Cc1ccccc1	-81.4	7.6	-3.9	.	22.8	i	-2.6	-7.8	7.9	-118.0
CNC(=O)/C(C#N)=C/c1cc(C)n(-c2ccc(N3CCOCC3)cc2)c1C	2.2	17.1	3.3	0.5	8.8	-0.6	-14.1	-4.9	-2.8	-11.3
CCCN1C(=O)/C(=C\C=C2/C=CN(CC)c3ccccc32)SC1=S	27.6	22.7	-4.5	.	-10.5	-0.2	-14.6	-10.1	5.4	-2.0
CCN(C(=O)CSc1nnc(Nc2ccccc2C)s1)C1CCS(=O)(=O)C1 (stereo unspecified)	-11.7	1.3	7.3	0.8	3.4	-3.8	2.8	6.0	3.8	-1.1
COc1ccc(/C=N/OC(=O)Nc2ccccc2)cc1[N+](=O)[O-]	.	7.5	-2.7	-0.8	21.2	i	4.9	-4.2	-3.0	-6.9

A portion of the results above, for reference:
SMILES	PriA SSB inh	MazEF act	3CLpro inhibitor	TcdB GH inh	DUSP3 inh	BH1578 lux ind	Yp Topo-I inh	PrPC TRFRET	Rv3671c protease	CCHFV vOTU inh
CCN(C(=O)CSc1nnc(Nc2ccccc2C)s1)C1CCS(=O)(=O)C1 (stereo unspecified)	-11.7	1.3	7.3	0.8	3.4	-3.8	2.8	6.0	3.8	-1.1
COc1ccc(/C=N/OC(=O)Nc2ccccc2)cc1[N+](=O)[O-]	.	7.5	-2.7	-0.8	21.2	i	4.9	-4.2	-3.0	-6.9
